# Assay outcomes as filed in PubChem.
# TRHR enhancer – qHTS for Small Molecule Agonists and Allosteric Enhancers of Human TRH Receptor: Primary Screen for Enhancers; actives 0.66% (n = 360,000); TRHR cells, fluo-8 calcium fluorescence, EC20 TRH enhancement; AID 493056, 2011; enhancement, % at 2 µM; Thyrotropin-releasing hormone receptor (Homo sapiens), P34981; in the data active = enhancement above about 30%; note: 0% is about no effect
#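 TRHR-expressing cells loaded with fluo-8 calcium dye were read kinetically (ex 480/em 530) during compound addition, then stimulated with an EC20 of TRH (10 nM final). Enhancement of the Gq-mediated intracellular calcium response was scored.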
# TRHR ag – qHTS for Small Molecule Agonists and Allosteric Enhancers of Human TRH Receptor: Primary Screen for Agonists. activation, % at 2 µM. TRHR cells, calcium flux fluo-8, FDSS agonist mode. actives 0.18% (n = 360,000); note: 0% is about no effect
#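 TRHR-expressing cells loaded with fluo-8 calcium dye; 23 nL library compound pin-transferred, kinetic FDSS fluorescence (Ex 480/Em 530) recorded about 180 s for agonist-induced calcium release, before a 10 nM TRH EC20 addition for potentiator mode.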
# D2 potentiator – HTS Assay for Positive Allosteric Modulators of the Human D2 Dopamine Receptor: Primary Screen for Potentiators. D(2) dopamine receptor (Homo sapiens), P14416. HEK293 T-REx D2, calcium flux, EC20 dopamine potentiation. potentiation, % at 10 µM. actives 0.34% (n = 340,000);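 active = potentiation over 3 SD above the plate norm, cut at about 30% in these data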; note: 0% is about no effect
#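 Potentiation of an EC20 dopamine calcium response measured kinetically over 180 s, after a preceding 180 s compound-only read flagging agonists. Cells: inducible Hek293 Trex D2 line, 4000/well, cultured overnight at 30 C before dye loading.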
# RXFP1 antagonist – qHTS Assay for Antagonists of the Relaxin Receptor RXFP1; Relaxin receptor 1 (Homo sapiens), Q9HBX9; HEK293-RXFP1, relaxin-stimulated cAMP HTRF, 30 min; stronger effect = lower value; activity change, negative = inhibition, % at 57.5 µM; actives 0.59% (n = 350,000); AID 1259400, 2018;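 active = activity change of -60% or lower, but not beyond a set lower limit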; note: % is set by controls: 0 for no effect and ±100 for the full control effect
# Target sequence (Q9HBX9 whole entry, looked up): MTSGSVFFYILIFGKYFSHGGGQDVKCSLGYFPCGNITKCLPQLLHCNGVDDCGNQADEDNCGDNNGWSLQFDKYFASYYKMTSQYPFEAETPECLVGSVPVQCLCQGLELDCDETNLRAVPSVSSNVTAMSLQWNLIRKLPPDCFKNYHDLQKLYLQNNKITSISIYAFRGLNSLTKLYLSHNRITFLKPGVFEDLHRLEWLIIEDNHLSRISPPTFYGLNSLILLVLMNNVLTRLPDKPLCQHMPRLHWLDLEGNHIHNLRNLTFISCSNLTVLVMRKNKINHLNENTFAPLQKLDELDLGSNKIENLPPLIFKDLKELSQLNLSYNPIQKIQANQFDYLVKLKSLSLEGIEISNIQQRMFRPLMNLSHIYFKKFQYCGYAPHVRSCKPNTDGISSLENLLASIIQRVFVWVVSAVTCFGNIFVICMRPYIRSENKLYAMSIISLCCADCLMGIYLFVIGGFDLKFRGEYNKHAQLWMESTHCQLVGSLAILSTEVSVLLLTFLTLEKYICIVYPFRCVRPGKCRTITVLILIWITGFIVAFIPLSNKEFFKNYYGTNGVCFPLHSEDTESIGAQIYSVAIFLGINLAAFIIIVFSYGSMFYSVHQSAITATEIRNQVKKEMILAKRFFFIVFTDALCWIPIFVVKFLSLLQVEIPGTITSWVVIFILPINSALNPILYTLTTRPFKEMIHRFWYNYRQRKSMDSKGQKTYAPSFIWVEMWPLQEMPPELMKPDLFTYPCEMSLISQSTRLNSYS
# D1 PAM – Potentiators of Human D1 Dopamine Receptor: qHTS | D(1A) dopamine receptor (Homo sapiens), P21728 | HEK293 TREx D1 cells, calcium flux, dopamine EC20 potentiation | potentiation, % at 10 µM | actives 0.036% (n = 360,000); in the data active = potentiation above about 30%; note: 0% is about no effect
# D2 ag – HTS Assay for Allosteric Agonists of the Human D2 Dopamine Receptor: Primary Screen for Agonists; HEK293 T-REx D2 cells, calcium flux agonist mode; activation, % at 2 µM; actives 0.53% (n = 340,000); AID 485358, 2010;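 active = activation over 3 SD above normal in the single-dose calcium agonist read, cut at about 30% in these data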; note: 0% is about no effect
#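 Agonism scored from kinetic calcium signal (1 read/sec, 180 s) following compound pin transfer, after a 10 s baseline. Cells: HEK293 Trex line expressing inducible D2 receptor coupled to calcium, dye-loaded after overnight culture at 30 C.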
# D2 antag – HTS Assay for Allosteric Antagonists of the Human D2 Dopamine Receptor: Primary Screen for Antagonists | actives 2% (n = 340,000) | D(2) dopamine receptor (Homo sapiens), P14416 | HEK293 TREx D2 cells, calcium flux, dopamine EC80 | inhibition, % at 10 µM; in the data active = inhibition above about 30%; note: 0% is about no effect
#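 Tetracycline-induced HEK293 TREx cells expressing D2 receptor forced-coupled to calcium signalling, loaded with no-wash calcium dye. Compounds added and calcium flux read 180 s, then dopamine added at EC80 and read a further 180 s.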
# D1 antag – Antagonist of Human D 1 Dopamine Receptor: qHTS; D(1A) dopamine receptor (Homo sapiens), P21728; HEK293 TREx D1 cells, calcium flux, dopamine EC80; stronger effect = lower value; activity change, negative = inhibition, % at 10 µM; actives 3.2% (n = 360,000); AID 504652, 2011; in the data active = activity change below about -30%; note: % is set by controls: 0 for no effect and ±100 for the full control effect
#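 Allosteric or orthosteric antagonism assessed as attenuation of the calcium response to EC80 dopamine, added 180 s after compound, in induced HEK293 Trex D1 cells loaded with no-wash calcium dye.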
# D1 ag – Allosteric Agonists of the Human D1 Dopamine Receptor: qHTS. actives 1% (n = 360,000). HEK293 T-REx D1 cells, calcium flux, agonist mode. D(1A) dopamine receptor (Homo sapiens), P21728. activation, % at 2 µM; note: 0% is about no effect
#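 Inducible HEK293 T-REx D1 cells, force-coupled to calcium signalling, were plated at 4000 cells/well with tetracycline and held overnight at 30 C. After no-wash calcium dye loading, compound-evoked calcium rise over 180 s flagged agonists.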
# * hit, by the source's call; nt = no result given. Cut-off read from the data, not from the text of the source, unless noted: active = activation above about 30%; inactive = the rest.
SMILES,TRHR enhancer,TRHR ag,D2 potentiator,RXFP1 antagonist,D1 PAM,D2 ag,D2 antag,D1 antag,D1 ag
Cc1ccc(-c2noc(C3CCCN(C(=O)c4ccccc4Br)C3)n2)cc1 (stereo not drawn),1,0.5,8,6,-3,-0.3,5,2,10
Cc1cc(C)c2nc(N3C(=O)C(O)=C(C(=O)c4ccco4)C3c3ccc(O)cc3)sc2c1 (stereo not drawn),12,-0.1,-7,4,13,0.1,17,1,2
COc1ccc(/C=N\NC(=O)c2ccc(Cn3cc(Br)c([N+](=O)[O-])n3)o2)c(OC)c1C,-2,-0.9,-9,4,-1,-0.8,-31,27,2
CC(=O)Nc1ccc(NC(=O)c2c(-c3ccccc3Cl)noc2C)cc1,-1,-1.4,3,1,nt,-0.1,-2,2,3
CCOC(=O)Cn1c(=O)n(C2CCCCC2)c2nc(-c3ccccc3Cl)nc(C(N)=O)c21,24,0.1,-8,nt,0,0.4,nt,4,3
COc1cccc(Cc2nc3ccccc3nc2SCC(=O)N2CCc3ccccc32)c1,-6,0.1,-7,11,0,nt,nt,-1,2
O=C1C(C2=NC(c3ccccn3)C3C(=O)N(c4ccccc4)C(=O)C23)=C(O)c2ccccc21 (stereo not drawn),-4,0.0,5,0,-1,0.1,21,-1,0
C=CCn1c(SCc2nc3ccccc3c(=O)[nH]2)nc2ccccc2c1=O,1,-0.4,2,-11,-4,0.0,3,18,2
Cc1ccc(NC(=O)C2CCCN2S(=O)(=O)c2ccc3nc(-c4ccccc4)[nH]c3c2)cc1C (stereo not drawn),10,-0.3,-4,-2,-4,0.2,nt,1,0
Cc1cc(C)nc(Nc2cc([N+](=O)[O-])ccc2C)n1,-1,-1.5,5,4,-9,nt,nt,5,1
CC(C)OCCCNC(=O)c1cc(S(=O)(=O)N2CCc3ccccc32)cn1C,16,-1.0,13,-1,-4,-0.2,-11,-3,1
CC(C)Cn1c(SCC(=O)NC(=O)Nc2ccc3c(c2)OCCO3)nc2ccccc2c1=O,-2,0.3,1,16,4,0.5,6,24,1
COc1cc(/C=C(\C#N)C(=O)NCC2CCCO2)ccc1OC(=O)c1ccco1 (stereo not drawn),1,1.0,5,-24,-8,0.2,-2,6,2
COc1cc(/C=N/NC(=O)CCN2CCCCC2)ccc1O,34*,1.5,-5,-10,4,0.8,-4,14,2
CCCNC(=O)C1CCC(Cn2c(=O)c3sccc3n(Cc3cccc(OC)c3)c2=O)CC1 (stereo not drawn),53*,0.3,7,-11,-7,-0.1,nt,-3,2
Cn1c(SCC(=O)N2CCN(c3ccccc3)CC2)nnc1-c1c[nH]c2ccccc12,2,-0.4,12,-5,0,-0.3,22,1,1
COc1ccc(C(=O)O)cc1S(=O)(=O)N1CCCc2ccccc21,12,0.5,-1,5,6,0.3,-13,5,2
CCCCOc1ccc(CNC(=O)c2cnc3sc(N4CCC(C)CC4)nn3c2=O)cc1,4,-0.1,-3,-17,0,-0.7,nt,2,4
CCCCNc1nc(C)c(C(C)=O)cc1C#N,5,-0.7,9,12,-1,-1.1,-16,8,1
O=C(CC1c2ccccc2Oc2ccccc21)NCc1ccco1,2,0.1,1,14,-5,-0.2,-1,1,1
COC(=O)C1=C(C)N(Cc2ccccc2)C(=S)N[C@H]1CCc1ccccc1,-2,2.2,nt,nt,0,nt,nt,-6,-1
O=C(N/N=C/c1ccco1)C1(O)c2ccccc2-c2ccccc21,-1,-0.1,1,5,-1,0.7,-7,12,1
COc1cc(/C=N/NC(=O)C(=O)NCC2CCCO2)cc(Cl)c1O (stereo not drawn),-1,0.0,16,-20,17,0.1,-11,18,1
COc1cc(CCCN2C(N)=NC[C@@H]2c2ccccc2)cc(OC)c1OC,-2,-0.2,-5,nt,3,-0.3,10,4,5
Cc1noc(C)c1C(=O)NCCc1ccc(Cl)cc1,11,0.0,-6,11,7,0.2,-4,-4,1

# Compounds shown so far containing an aryl methoxy group (8):
SMILES,TRHR enhancer,TRHR ag,D2 potentiator,RXFP1 antagonist,D1 PAM,D2 ag,D2 antag,D1 antag,D1 ag
COc1ccc(/C=N\NC(=O)c2ccc(Cn3cc(Br)c([N+](=O)[O-])n3)o2)c(OC)c1C,-2,-0.9,-9,4,-1,-0.8,-31,27,2
COc1cccc(Cc2nc3ccccc3nc2SCC(=O)N2CCc3ccccc32)c1,-6,0.1,-7,11,0,nt,nt,-1,2
COc1cc(/C=C(\C#N)C(=O)NCC2CCCO2)ccc1OC(=O)c1ccco1 (stereo not drawn),1,1.0,5,-24,-8,0.2,-2,6,2
COc1cc(/C=N/NC(=O)CCN2CCCCC2)ccc1O,34*,1.5,-5,-10,4,0.8,-4,14,2
CCCNC(=O)C1CCC(Cn2c(=O)c3sccc3n(Cc3cccc(OC)c3)c2=O)CC1 (stereo not drawn),53*,0.3,7,-11,-7,-0.1,nt,-3,2
COc1ccc(C(=O)O)cc1S(=O)(=O)N1CCCc2ccccc21,12,0.5,-1,5,6,0.3,-13,5,2
COc1cc(/C=N/NC(=O)C(=O)NCC2CCCO2)cc(Cl)c1O (stereo not drawn),-1,0.0,16,-20,17,0.1,-11,18,1
COc1cc(CCCN2C(N)=NC[C@@H]2c2ccccc2)cc(OC)c1OC,-2,-0.2,-5,nt,3,-0.3,10,4,5

# The list continues.
SMILES,TRHR enhancer,TRHR ag,D2 potentiator,RXFP1 antagonist,D1 PAM,D2 ag,D2 antag,D1 antag,D1 ag
CCCCc1nnc(NC(=O)c2ccccc2OCc2c(C)noc2C)s1,11,-1.3,-9,-8,0,-0.8,-6,10,9
Oc1ccc(-c2nnc(-c3ccccc3)c(-c3ccccc3)n2)cc1,-9,0.1,-1,nt,11,1.1,4,5,3
Cc1ccccc1-c1nc2cc(NC(=O)Cc3ccc(Cl)cc3)ccc2o1,4,1.1,6,nt,-1,nt,nt,2,0
O=C(c1ccc(Cl)cc1)c1oc2ccccc2c1CS(=O)c1ccc(Cl)cc1 (stereo not drawn),-2,0.5,2,-10,2,-0.8,-18,6,4
C=CCn1c(C)cc(C(=O)CSc2nc3ccccc3c(=O)[nH]2)c1C,6,-1.0,11,-6,-5,0.3,-7,-7,16
COc1cc(C(=O)NCc2ccc(-c3nc4ccccc4s3)cc2)cc(OC)c1OC,-1,-0.6,-16,17,-8,0.5,6,1,7
O=C(N/N=C/c1cc(Br)c(Br)o1)c1cc2ccccc2o1,1,0.3,-24,-63*,-4,-0.2,33*,1,1
c1ccc2c(c1)c1c3n2CCNC3CCC1 (stereo not drawn),-4,-1.1,nt,-9,-5,0.8,11,-2,14
COc1ccc(S(=O)(=O)Nc2ccc3c(c2)sc(=O)n3C)cc1Cl,-2,0.4,-4,2,0,1.6,nt,-18,10
CCN1CCN(C(=O)c2ccc(CN(c3ccccc3)S(=O)(=O)c3ccccc3)cc2)CC1,-1,-0.8,-15,11,2,-1.0,6,-1,3
Cc1ccc(C)c(C(C)NC(=S)NC2CCCCC2)c1 (stereo not drawn),-5,0.9,-4,0,-2,1.1,0,-2,17
COc1ccc(C2=C/C(=C\c3ccc(OC(C)=O)cc3)C(=O)O2)cc1,2,4.9,-3,5,-4,1.4,-16,-1,16
c1cncc(-c2nnc3sc(-c4ccco4)nn23)c1,-5,0.5,20,7,-1,0.1,6,-2,-1
CNC(=O)c1sc(-c2ccccn2)nc1C,4,0.3,11,-7,-3,-0.6,-9,-18,14
O=C(NCc1ccccc1F)C1CCCN(C(=O)NC2CCCCC2)C1 (stereo not drawn),1,0.2,-7,-9,-4,-0.3,3,-6,-1
COc1ccccc1OCCNC(=O)C(CCSC)NC(=O)c1ccccc1Cl (stereo not drawn),5,-0.4,9,-19,0,-1.2,1,-21,3
COc1ccc(CN2CCN(C(=O)c3cccc4ccccc34)CC2)cc1OC,10,-0.9,-8,4,-8,-1.7,-17,16,12
COC(=O)c1[nH]c2ccccc2c1NC(=O)c1ccccc1[N+](=O)[O-],2,-0.4,-4,-3,2,-0.4,-1,17,1
C/C(=N\OCC(=O)Nn1c(=O)[nH]c2ccccc2c1=O)c1ccccc1,4,0.1,-2,2,1,0.9,13,-2,3
CC(C)c1ccc(NC(=S)NN(c2ccccc2)c2ccccc2)cc1,8,0.0,12,nt,2,-0.6,-17,-28,1
COC(=O)c1cn(CCOc2ccccc2)c2ccccc12,-6,24,8,-18,-2,0.2,11,-9,10
On1c(-c2ccccc2)nc2ccc(Cl)cc21,0,0.2,2,-8,-1,0.1,21,-4,5
Cc1noc(C)c1S(=O)(=O)N1CCC(C(=O)NC2CCN(Cc3ccccc3)CC2)CC1,13,1.5,-16,-6,1,0.2,-15,0,4
CP(=O)(COC(=O)c1ccccc1)COC(=O)c1ccccc1,4,0.1,4,-6,-2,0.4,6,1,4
CCc1ccc(NC(=O)c2cc3c(COC(C)=O)cnc(C)c3oc2=O)cc1,-2,0.8,1,-4,0,1.4,nt,-6,0

# The results go on.
SMILES,TRHR enhancer,TRHR ag,D2 potentiator,RXFP1 antagonist,D1 PAM,D2 ag,D2 antag,D1 antag,D1 ag
CCOc1ccc(NC(=O)C2CC(=O)N=C(N)S2)cc1 (stereo not drawn),2,-0.9,7,-2,7,0.7,22,-3,-1
O=C(NCc1ccccc1)c1cccc(S(=O)(=O)NCc2ccccc2)c1,-7,-0.8,-3,2,9,-1.3,8,3,5
CCCCOc1cc(=O)[nH]c(=O)[nH]1,-1,1.4,-10,-5,-5,0.2,-6,-6,0
CC(Sc1ccccc1)C(=O)NNC(=O)c1ccncc1 (stereo not drawn),-1,1.2,12,1,-2,0.8,0,5,0
Cc1ccc2c(c1)c1c(n2CC(O)CN2CCCCC2C)CCCC1 (stereo not drawn),1,0.5,0,-92*,-7,1.8,-24,-24,21
CC1=NN(C(=O)c2c(Br)c(C)nn2C)C(O)(C(F)(F)F)C1 (stereo not drawn),-1,0.1,-3,-5,-3,0.3,-20,-8,4
CSc1ncccc1C(=O)NCC1CCCCC1,-6,-1.3,-1,-1,-3,11,-22,-17,2
COc1ccccc1/C=C/C=N/NC(=O)c1cccs1,-7,-1.1,-7,-15,-1,-1.0,12,3,1
CCN(CC)C(=O)Cn1c(SCC(=O)Nc2ccc(F)cc2)nc2ccccc21,4,0.1,-2,2,0,1.2,nt,-11,-1
CCCCCCC(C)n1cc(C(C)=O)c(=O)[nH]c1=O (stereo not drawn),2,-0.6,12,-4,-4,-1.0,-3,0,-1
O=[N+]([O-])c1ccc(N2CCC(O)CC2)nc1,-5,0.1,-3,0,3,0.9,-1,3,3
CC1O[C@@H]2O[C@](O[C@H](C)CC[C@@H](C)O)(c3ccccc3)O[C@@H]2C[C@H]1O (stereo partly drawn),4,-0.2,-1,nt,-3,-0.6,2,-25,0
